# Cneo AK release: Cryptococcus neoformans cell lysis inducers, primary screen, AK release luminescence, single concentration. C. neoformans lysis, adenylate kinase release luminescence, 4 h; normalised: neutral wells 0, clomiphene wells 100. lysis activity, % at 15 µM. hit rate 0.2% among 360,000. AID 651654, 2012;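 active = mean lysis activity across replicates of at least 80%, whatever share of replicates individually reach that level; inactive = mean lysis activity below 80%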
#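 Material: C. neoformans cells | Amount: Yeast cell density of 5 × 10^6 cells/mL | Medium: Fresh YPD growth medium | Dosing: Single dose | Times: Static 4 h at 37 °C with compound, 1 h detection | Detection: AK luminescence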
# C2C12 statin: suppressors of statin myotoxicity in C2C12 myotubes, primary screen, cell-based, single point, plate reader; C2C12 myotubes + simvastatin, ATP luminescence, 48 h; scaled: DMSO 0, geranylgeraniol control 100; rescue of ATP level, % at 7.49 µM; hit rate 0.78% among 330,000; AID 602340, 2012;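 active = mean ATP rescue above about 67%, or every replicate alone reaching that limit, limit read from the data, passing the limit was not always enough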;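 also: myotubes were challenged with 10 µM simvastatin during compound exposure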
# SIRT5 block: SIRT5 desuccinylase inhibitors, primary screen, biochemical, fluorescence imaging, single point, set 5 | hit rate 1.1% among 330,000 | NAD-dependent protein deacylase sirtuin-5, mitochondrial (Homo sapiens), Q9NXA8 | Purified SirT5, succinyl-peptide AMC, trypsin-coupled fluorescence | inhibition, % at 15 µM | AID 652115, 2013; in the data active = inhibition above about 15%
# Xi reactivation: activators of inactive X chromosome reactivation, primary screen, imaging, XiGFP fibroblasts, GFP high-content imaging, set 2; XiGFP mouse fibroblasts, % GFP-positive cells imaging, 3 d; cells co-treated with 5-aza-dC sensitizer; scaled so ellipticine positive control = 100%; activation, % at 7.58 µM; hit rate 0.055% among 360,000; AID 743238, 2013;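 active = mean normalized replicate activation at least 10% and every replicate at or above 10%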;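 also: 0% = median of on-plate neutral control wells and 100% = ellipticine 6 µM median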
#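 System: 68-5-11 XiGFP fibroblast line | Buffer or medium: DMEM containing 5-aza-dC | Compound: Single point | Times: Compounds 3 days, fix/stain 15 min at room temperature | Benchmarks: Positive control ellipticine, 6 µM final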
# S100A4 MyoIIA: inhibitors of S100A4-myosin IIA peptide binding, primary screen, biochemical, fluorescence polarization, TAMRA-MyoIIA peptide; hit rate 0.14% among 360,000; AID 652163, 2013; Protein S100-A4 (Homo sapiens), P26447; inhibition, % at 10.7 µM;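 active = mean inhibition of at least 70% across replicates, with every replicate also reaching that level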
# Target sequence (P26447 whole entry, looked up): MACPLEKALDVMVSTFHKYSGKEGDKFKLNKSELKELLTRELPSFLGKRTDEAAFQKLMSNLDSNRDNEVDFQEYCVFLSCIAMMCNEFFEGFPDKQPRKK
#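 Compound dosing: one dose per compound; test system: human S100A4 monomer with TAMRA-labelled myosin IIA peptide; probe or stimulus: TAMRA-labelled myosin IIA heavy-chain peptide probe, 5 nM; medium: HEPES buffer with Ca2+, pH 7.2; schedule: 5 min incubation before reading; benchmarks: neutral control DMSO, positive control TFP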
# ERAP1 HTS inh: human ERAP1 aminopeptidase inhibitors, primary screen, biochemical, single point, plate reader; Endoplasmic reticulum aminopeptidase 1 (Homo sapiens), Q9NZ08; recombinant ERAP1, Leu-AMC fluorescence, 60 min; inhibition, % at 10.7 µM; hit rate 0.15% among 340,000; AID 652197, 2013;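 active = mean replicate inhibition of at least 30%, or all replicates individually reaching that 30% level; inactive = mean below 30% and not every replicate reaching it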;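 also: 0% = neutral control wells and 100% = L-leucinethiol positive control wells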
# Target sequence (Q9NZ08 whole entry, looked up): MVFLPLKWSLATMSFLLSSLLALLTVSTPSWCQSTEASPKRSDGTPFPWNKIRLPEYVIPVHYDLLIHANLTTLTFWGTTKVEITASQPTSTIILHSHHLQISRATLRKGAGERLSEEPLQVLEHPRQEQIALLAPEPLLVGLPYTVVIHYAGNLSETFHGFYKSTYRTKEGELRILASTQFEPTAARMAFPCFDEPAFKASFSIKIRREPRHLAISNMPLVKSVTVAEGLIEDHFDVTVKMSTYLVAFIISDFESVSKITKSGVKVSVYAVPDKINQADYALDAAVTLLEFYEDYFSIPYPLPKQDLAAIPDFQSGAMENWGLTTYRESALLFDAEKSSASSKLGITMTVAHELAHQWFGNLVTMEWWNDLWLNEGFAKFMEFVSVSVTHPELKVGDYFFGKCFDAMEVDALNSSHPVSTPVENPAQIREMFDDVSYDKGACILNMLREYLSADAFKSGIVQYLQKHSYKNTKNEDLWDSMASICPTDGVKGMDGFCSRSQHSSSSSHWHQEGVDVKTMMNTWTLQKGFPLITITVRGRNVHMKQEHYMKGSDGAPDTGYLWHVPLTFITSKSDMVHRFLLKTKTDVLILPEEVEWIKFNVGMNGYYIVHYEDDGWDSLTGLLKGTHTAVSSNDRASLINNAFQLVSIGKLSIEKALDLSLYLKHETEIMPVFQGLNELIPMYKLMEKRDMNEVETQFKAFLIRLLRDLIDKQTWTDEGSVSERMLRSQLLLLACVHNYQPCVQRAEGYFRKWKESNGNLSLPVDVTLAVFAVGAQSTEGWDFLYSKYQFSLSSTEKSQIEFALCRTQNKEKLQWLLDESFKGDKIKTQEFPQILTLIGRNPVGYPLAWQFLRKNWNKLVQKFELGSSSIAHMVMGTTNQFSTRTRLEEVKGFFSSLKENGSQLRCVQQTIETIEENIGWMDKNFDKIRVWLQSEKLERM
# LGR2 inh: inhibitors of bursicon-induced LGR2 CRE-luciferase signal, primary screen, cell-based, HEK293, CRE-luciferase reporter, bursicon stimulation | Drosophila bursicon receptor LGR2 (rickets) | bursicon-stimulated, 4 h | inhibition, % at 9.99 µM | hit rate 0.35% among 380,000;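 active = drop in luminescence signal, shown as inhibition above about 50% in the replicate tests, limit read from the data, passing the limit was not always enough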;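 also: agonist challenge used bursicon conditioned medium at about half maximal strength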
# PGC1a acetyl inh: inhibitors of PGC1a acetylation signal, primary screen, cell-based, U2OS, AlphaScreen, inhibitor mode. AlphaScreen anti-acetyl-lysine; with virally co-expressed GCN5 acetyltransferase. inhibition, % at 15.6 µM. hit rate 0.17% among 350,000;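 active = every replicate shows inhibition of at least 40%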;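 also: 0% = neutral control wells and 100% = positive control wells; some results beyond the cut were filed as inactive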
# An asterisk follows results filed as active; . = not tested or not shown. The list is partial (hit frequency here may not be typical).
SMILES,Cneo AK release,C2C12 statin,SIRT5 block,Xi reactivation,S100A4 MyoIIA,ERAP1 HTS inh,LGR2 inh,PGC1a acetyl inh
C[C@@H]1CN([C@H](C)CO)S(=O)(=O)c2ccc(C#CC3CC3)cc2O[C@H]1CN(C)C(=O)c1cccc(F)c1,1,-35,8,0.1,6,2,7,-2
O=C(/C=N/O)NCCCN1CCOCC1,1,.,.,0.0,.,.,1,-17
O=C(CNC(=O)c1cccc(OC(F)F)c1)OCn1nnc2ccccc2c1=O,.,.,-4,0.3,-22,0,14,-4
O=C(c1cc2nc(-c3ccco3)cc(C(F)(F)F)n2n1)N1CCN(Cc2ccccc2)CC1,1,11,.,.,.,.,-6,-4
COc1ccc(-c2onc(C)c2-c2cscn2)c(O)c1,.,.,.,-0.1,-4,-1,-7,8
C[C@H](CO)N1C[C@H](C)[C@H](CN(C)S(=O)(=O)c2ccccc2C#N)OCc2ccccc2-c2c(n(C)c3ccccc23)C1=O,50,-8,2,-0.1,-6,-1,-17,5
O=C(NCC(c1cccs1)N1CCc2ccccc21)c1ccccc1 (centres undefined),.,18,-1,0.2,-2,-6,9,-3
CCC(=O)N[C@@H]1CC[C@H](CCNS(=O)(=O)c2ccc(Cl)cc2)O[C@@H]1CO,1,-2,-1,0.3,-12,-12,3,-7
O=C(COc1ccc(Cl)cc1Cl)NNC(=S)Nc1ccc(F)cc1,-2,29,1,.,-5,2,-21,1
C=CCNC(=O)c1ccc(OC2CCN(S(=O)(=O)N(C)C)CC2)cc1,0,.,-1,0.2,16,2,.,.
CCCN1C(=O)C2(SC(NC(C)=O)=NN2C(C)=O)c2cc(C)cc(C)c21 (centres undefined),-3,.,2,0.0,-1,1,2,5
O=C(CS(=O)(=O)c1ccc(F)cc1)NCc1ccccc1,2,-19,-1,0.0,4,8,2,-3
O=C(NCc1ccc(F)cc1)C(=O)NCC1OCCN1C(=O)c1cccs1 (centres undefined),1,27,-3,-0.1,-2,4,3,-1
COc1ccc(NC(=O)CSc2nnc(-c3ccncc3)o2)c([N+](=O)[O-])c1,0,10,2,0.0,0,1,7,.
Cc1cccc(-c2ccc([C@@H]3[C@H](CO)N4C(=O)CN(C(=O)c5cccnc5)C[C@@H]34)cc2)c1,.,.,-4,0.0,15,0,-12,-4
CCCC1(C2CCCC2)NC(=O)NC1=O (centres undefined),1,-1,0,0.1,1,-1,12,1
O=C1c2ccccc2C(O)N1Cc1ccc2c(c1)OCO2 (centres undefined),0,-4,-4,0.0,7,-1,15,.
CC1(C)NC(C)(C)/C(=C\c2cccs2)C(=O)C1=O,.,.,1,0.2,-3,1,0,.
Cc1ccc(-c2ccc([C@H]3[C@H]4CN(S(=O)(=O)c5cccc(C)c5)CCCCN4[C@H]3CO)cc2)cc1,-1,.,17*,.,-12,4,.,3
O=C(CSc1cn[nH]n1)Nc1ccccc1C(F)(F)F,-1,6,-2,0.3,0,-2,-4,.
CN1C(C(=O)Nc2ccc(OC(F)(F)F)cc2)=CC(c2cccs2)=NS1(=O)=O,4,-1,-1,0.2,3,-1,-1,5
C[C@H]1CN([C@@H](C)CO)C(=O)c2cc(-c3cncnc3)cnc2O[C@H]1CN(C)Cc1ccc(F)cc1,.,.,-4,0.6,13,1,-11,3
O=C(COC(=O)c1ccc(O)cc1)NC1CCCC1,-2,-7,-6,0.0,2,3,-4,2
Cc1nn(CCCC(=O)Nc2ccc(Br)cc2F)c(C)c1[N+](=O)[O-],.,.,-4,-0.2,-2,-3,4,2
CNC(=O)C[C@@H]1C(=O)N(C2CCCCC2)CC1(C)C,.,-9,-3,0.1,5,-5,-6,4
COc1cc(C(=O)N[C@@H](C)C(=O)N2CCC3(CC2)NCCc2[nH]cnc23)cc(OC)c1OC,3,6,1,0.1,3,5,11,0
COc1ccccc1-c1ccc2c(c1)C(C)(Cc1ccc(Cl)cc1)C(=O)N2 (centres undefined),0,4,-4,0.0,4,6,.,-8
O=C(CN1CCOCC1)N1CCCCN2[C@H](CO)[C@@H](c3ccc(-c4ccccc4F)cc3)[C@@H]2C1,-1,-20,1,0.0,-3,0,27,3
CCOc1ccc(-c2n[nH]c(C)c2Oc2ccccc2OC)c(O)c1,0,-11,.,.,.,.,-5,0
CCOc1ccc(NC(=O)c2ccc(NC(=O)COC(=O)Cc3ccc(OC)cc3)cc2)cc1,.,-4,-1,0.0,-3,-2,-54,-10
Cc1cccc(C)c1NC(=O)C(c1ccccc1F)n1c(=O)c(-c2ccccc2)nc2ccccc21 (centres undefined),.,.,.,0.1,9,1,2,.
COCC(C)NC(=O)CSc1nc2ccccc2n1CCc1ccccc1 (centres undefined),-2,7,0,-0.2,-2,4,30,.
Cn1c(=O)c2cc(NC(=S)NC3CCCCC3)ccc2n1Cc1ccc(F)cc1,-1,6,-3,0.0,-5,10,-1,10
CC(C)(C)c1cc(OC(=O)c2ccccc2F)ccc1O,3,2,2,0.0,-15,0,-54,-10
O=C(COC(=O)c1ccc(F)c(S(=O)(=O)N2CCOCC2)c1)c1ccc(Cl)cc1,0,-1,-5,0.1,1,1,4,3
COc1ccc(-c2cc(-c3cccs3)nc(OC)c2C#N)cc1OC,.,.,-6,0.3,-4,11,.,.
COc1ccc(NC(=O)CCNC(=O)C2CCN(S(=O)(=O)c3ccccc3)CC2)cc1OC,2,0,1,0.0,0,1,-1,4
O=C(CNC(=O)c1cccc(F)c1)N/N=C/c1cc(Br)ccc1OC(=O)/C=C/c1ccco1,.,18,1,0.0,1,-2,-1,11
C[C@H](CO)N1C[C@H](C)[C@H](CN(C)C(=O)Nc2cccc3ccccc23)Oc2ccc(NC(=O)Cc3cn(C)c4ccccc34)cc2C1=O,0,-87,-4,0.2,3,5,-4,-2
COc1ccc(C(=O)N/N=C/c2ccc(OC)c(CSc3ccccn3)c2)cc1,.,.,-1,0.0,5,6,-8,2

# An excerpt of these results, with two lines to a compound.
# The line under a structure holds: Cneo AK release	C2C12 statin	SIRT5 block	Xi reactivation	S100A4 MyoIIA	ERAP1 HTS inh	LGR2 inh	PGC1a acetyl inh
C[C@H](CO)N1C[C@H](C)[C@H](CN(C)C(=O)Nc2cccc3ccccc23)Oc2ccc(NC(=O)Cc3cn(C)c4ccccc34)cc2C1=O
 : 0	-87	-4	0.2	3	5	-4	-2
O=C(CNC(=O)c1cccc(F)c1)N/N=C/c1cc(Br)ccc1OC(=O)/C=C/c1ccco1
 : .	18	1	0.0	1	-2	-1	11
COc1ccc(C(=O)N/N=C/c2ccc(OC)c(CSc3ccccn3)c2)cc1
 : .	.	-1	0.0	5	6	-8	2
COc1ccc(NC(=O)CCNC(=O)C2CCN(S(=O)(=O)c3ccccc3)CC2)cc1OC
 : 2	0	1	0.0	0	1	-1	4

# Continuation:
SMILES,Cneo AK release,C2C12 statin,SIRT5 block,Xi reactivation,S100A4 MyoIIA,ERAP1 HTS inh,LGR2 inh,PGC1a acetyl inh
O=C(CN1c2ccccc2Sc2ccccc21)NNC(=O)Nc1cccc(Cl)c1,-2,-3,-1,0.0,3,.,.,-5
O=C(Nc1ccc(Cl)cc1)C1CCCCN1S(=O)(=O)c1ccccc1 (centres undefined),2,12,1,0.3,-6,18,.,-5
COc1ccc(Cl)cc1NC(=S)N1CC(C)OC(C)C1 (centres undefined),15,4,2,0.0,2,3,-2,.
COc1ccc(CCN=C(C)C2=C(O)C(c3ccccc3)OC2=O)cc1OC (centres undefined),.,.,1,0.1,-5,5,-22,.
COc1ccc(-n2c(C)cc(C(=O)COC(=O)c3cc(NC(=O)c4cccs4)c(OC)c(OC)c3)c2C)cc1,11,0,-3,0.1,-12,1,-2,3
CNCCC1Sc2ccccc2Oc2ccccc21 (centres undefined),1,-7,-3,0.0,-2,1,21,12
O=C(C=Cc1ccc2c(c1)OCO2)C1CC1,-1,10,.,0.2,2,-7,-4,0
C[C@@H]1CCCCO[C@@H](CN(C)Cc2ccccc2)[C@H](C)CN([C@@H](C)CO)C(=O)c2cc(NC(=O)Nc3ccc(C(F)(F)F)cc3)ccc2O1,4,.,5,0.0,-10,-13,12,5
CCC1(c2ccccc2)NC(=O)N(CC(=O)N2CCN(S(=O)(=O)c3ccccc3)CC2)C1=O (centres undefined),-1,.,-3,-0.1,7,-3,9,4
C[C@@H]1CN([C@H](C)CO)C(=O)CCCn2cc(nn2)CO[C@@H]1CN(C)Cc1cccc(O)c1,-22,-13,-7,-0.1,-15,-1,14,-5
COCC(=O)N1CC[C@@H]2[C@@H](CO)Nc3ccc(-c4ccc(C#N)cc4)cc3[C@@H]21,-3,7,.,0.0,.,.,2,2
CCN(C(=O)CN1CCCCCC1)c1c(N)n(Cc2ccccc2)c(=O)[nH]c1=O,.,.,.,-0.1,-5,2,-9,.
O=C(C[C@H]1CC[C@H]2[C@@H](COC[C@@H](O)CN2C(=O)c2ccccn2)O1)NC1CCC1,5,-6,7,0.1,0,2,-2,6
COc1ccc(CC(=O)N2CC(C)CC(C)C2)cc1 (centres undefined),-3,-11,2,.,-1,-7,-8,-13
COc1ccccc1-c1cn[nH]c1-c1ccc(OCc2ccccc2)cc1O,.,-10,1,6.1,-5,-4,-10,5
CCOC(=O)Cc1csc(NC(=O)c2ccc(N3CCOCC3)cc2[N+](=O)[O-])n1,-1,0,-1,0.1,-4,4,-6,-14
COc1ccc(N/C=C2\CCc3ccccc3C2=O)cc1,-16,-88,0,0.2,2,3,81*,-10
COc1ccc(/C=C(\C#N)C(=O)OCC(=O)NC(=O)NCCC(C)C)cc1,.,.,4,5.3,-1,.,5,.
COc1ccccc1CNC(=O)C1CCC(=O)N1C(C)C (centres undefined),0,1,-3,0.0,-2,-2,-2,.
COc1ccc(CCNC(=O)CSc2nnc(NC(C)=O)s2)cc1OC,.,.,-3,0.0,3,-1,-2,.
CN(C)CCCNC(=S)Nc1ccc(-c2ccccc2)cc1,31,60,4,-0.1,0,0,4,-9
O=C(C[C@@H]1CC[C@H](NC(=O)c2cnccn2)[C@@H](CO)O1)NCc1ccccc1F,4,-17,3,-0.5,12,-1,-4,-2
O=C(c1cccc(F)c1)N1CC(=O)N2[C@H](CO)[C@@H](c3ccc(-c4ccccc4F)cc3)[C@@H]2C1,.,.,4,0.1,8,0,5,-1
COC(=O)C[C@@H]1CC[C@@H]2[C@H](COc3ccc(NC(=O)c4cccc(OC)c4)cc3C(=O)N2C)O1,-13,-7,1,0.2,-4,-2,6,1
C[C@@H]1CN([C@H](C)CO)C(=O)c2cc(C#Cc3ccncc3)cnc2O[C@@H]1CN(C)S(=O)(=O)c1ccccc1F,51,-19,-1,0.0,10,-1,2,4
CCN1c2ccccc2NC2C1C(C(C)=O)C(=O)N2c1ccc(Cl)cc1 (centres undefined),0,3,-1,.,-11,-2,-7,-8

# Screening results from PubChem BioAssay.
